# Compound activity as filed in PubChem.
# APEX1 inh = inhibitors of human APE1 endonuclease; Potency, µM (titrated, usually from 65.8 µM), without a hit: at the top dose activity change, negative = inhibition, actives largely listed as inhibitors; recombinant APE1, TAMRA/BHQ-2 abasic DNA cleavage fluorescence; AID 2517; 350,000 tested, 0.35% active; P27695;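 further: potency means the concentration at half of the fitted maximal effect; plate controls were vehicle for no effect and reference inhibitor for full effect; nearly all actives have a fitted effect of over 55% in size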
#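 Step 1: APE1 (0.75 nM) with compound, 15 min RT. Step 2: add 50 nM fluorophore/quencher THF duplex. Step 3: three fluorescence reads 60 s apart (525/598 nm); read 3 minus read 1 = reaction progress.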
# ERG-DNA inh = inhibitors of human ERG Ets domain-DNA interaction. 370,000 tested, 0.028% active. fluorescence polarization, His-ERG Ets domain / labelled DNA. Potency, µM (series often up to 76.9 µM), for inactives: top-dose FP activity, negative = inhibition, hits mostly inhibitors; active means well fitted inhibition curve with a large enough effect in the polarisation, with a control signal flat; inconclusive means small, poorly fitted or top-dose-only effect, or effect the other way, or a change in a side signal; inactive means no such curve, though single readings can be large or run the other way; the % refers to the polarisation;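 further: polarization taken with two DNA probes labelled with fluorescein and Texas red; potency means the concentration at half of the fitted maximal effect; % of control where 0% means no effect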
# Target sequence (P11308 whole entry, looked up, the tested form may be a part): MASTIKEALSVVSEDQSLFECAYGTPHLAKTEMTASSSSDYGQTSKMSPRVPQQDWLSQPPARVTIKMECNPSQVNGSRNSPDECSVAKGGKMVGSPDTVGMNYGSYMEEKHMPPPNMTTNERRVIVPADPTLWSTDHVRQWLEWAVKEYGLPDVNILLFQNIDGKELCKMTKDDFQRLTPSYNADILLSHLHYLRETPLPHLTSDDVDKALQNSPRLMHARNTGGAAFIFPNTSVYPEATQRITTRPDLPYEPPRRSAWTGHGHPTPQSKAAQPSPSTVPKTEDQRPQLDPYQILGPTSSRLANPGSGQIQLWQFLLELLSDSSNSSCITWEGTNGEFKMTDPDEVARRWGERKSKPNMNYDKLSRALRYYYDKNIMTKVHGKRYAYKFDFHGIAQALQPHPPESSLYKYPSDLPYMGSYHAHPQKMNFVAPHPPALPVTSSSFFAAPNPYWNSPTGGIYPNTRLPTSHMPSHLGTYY
#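 His-tagged ERG Ets domain (1 uM in the protein solution; 300mM KCl, 50mM Tris-HCl, 1mM EDTA, 1mM DTT, pH 7.5) received compound, then a probe mix of 5 nM fluorescein-DNA and 100nM Texas-615-DNA. Fluorescence polarization was read for both dyes.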
# BLM helicase inh = blocks DNA unwinding by human BLM helicase. P54132. recombinant BLM DNA unwinding, fluorescence dequenching. Potency, µM (series often up to 56.1 µM), without a hit: at the top dose activity change, negative = inhibition, most hits filed as inhibitors. 350,000 tested, 0.2% active;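 further: potency means the concentration at half of the fitted maximal effect; plate controls were vehicle for no effect and no enzyme for full effect; nearly all actives have a fitted effect of over 35% in size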
# TRHR ag = activates the human TRH receptor | TRHR cells, calcium flux fluo-8, FDSS agonist mode | activation, % at 2 µM | 360,000 tested, 0.18% active | AID 493084; in the data active means activation above about 30%; further: 0% is about no effect
# Target sequence (P34981 whole entry, looked up): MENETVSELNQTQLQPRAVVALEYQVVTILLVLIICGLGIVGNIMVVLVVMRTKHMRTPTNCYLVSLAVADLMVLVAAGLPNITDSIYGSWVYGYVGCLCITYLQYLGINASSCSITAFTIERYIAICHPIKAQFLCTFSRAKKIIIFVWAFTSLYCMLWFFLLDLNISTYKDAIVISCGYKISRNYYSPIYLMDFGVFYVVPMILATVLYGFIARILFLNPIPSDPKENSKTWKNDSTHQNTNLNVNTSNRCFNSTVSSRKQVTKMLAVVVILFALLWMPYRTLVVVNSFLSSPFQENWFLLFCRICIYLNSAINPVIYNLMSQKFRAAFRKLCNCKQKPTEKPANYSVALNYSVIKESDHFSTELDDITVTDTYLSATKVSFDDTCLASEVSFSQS
#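 Agonist-mode FDSS calcium read (Ex 480/Em 530, 1 s cycles) in 1536-well TRHR cells with fluo-8 dye, after 10-cycle baseline and 23 nL compound addition; TRH at EC20 (10 nM final) added afterwards for the enhancer phase.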
# ALOX12 inh = inhibitors of human 12S-lipoxygenase ALOX12; P18054; purified 12hLO, xylenol orange hydroperoxide absorbance; Potency, µM (doses to about 108 µM), without a hit: at the highest dose activity change, negative = inhibition, actives largely listed as inhibitors; 580,000 tested, 1.1% active; further: potency means the concentration at half of the fitted maximal effect; on the % scale 0 is the no-effect control and ±100 the full control effect
#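 Purified human 12hLO (150 nM final) in 25 mM Hepes, 0.01% Triton X-100, pH 7.0 was preincubated 15 min at room temperature with compound. Then 40 uM arachidonic acid was added, 30 min. Hydroperoxide was read by Fe-XO absorbance ratio 573/405 nm.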
# Pol kappa inh = blocks human DNA polymerase kappa activity; Potency, µM (titrated, usually from 107 µM), inactives show top-dose activity, negative = inhibition, usual class: inhibitors; purified Pol kappa, fluorescent DNA synthesis assay, 10 min; AID 588579; 400,000 tested, 0.53% active; Q9UBT6; further: potency means the concentration at half of the fitted maximal effect; on the % scale 0 is the no-effect control and ±100 the full control effect
#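 Readout: fluorescence, taken kinetically at 0 and 10 min. Conditions: 10 nM Pol kappa, 15 min RT compound preincubation, 50 nM substrate final. Controls: enzyme-free buffer wells.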
# Pol iota inh = inhibitors of human DNA polymerase iota; Potency, µM (highest dose often 115 µM), inactives show top-dose activity, negative = inhibition, most hits filed as inhibitors; Pol iota fluorescent replication assay, 10 min; Q9UNA4; 390,000 tested, 1% active; further: potency means the concentration at half of the fitted maximal effect
#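 Fluorescent replication assay read twice, at 0 min and 10 min after adding 50 nM (final) substrate. Enzyme (10 nM) and compounds were first incubated 15 min at room temperature; enzyme-free buffer wells were negative controls.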
# Apoferritin bind = candidate novel general anesthetic via apoferritin binding | P02791 | apoferritin/1-aminoanthracene competitive binding, fluorescence | Potency, µM (highest dose often 77.5 µM), for the others: at the highest dose activity change, negative = displacement, actives largely listed as inhibitors | 350,000 tested, 0.074% active | AID 485281; further: potency means the concentration at half of the fitted maximal effect; on the % scale 0 is the no-effect control and ±100 the full control effect; nearly all actives have a fitted effect of over 20% in size
# Target sequence (P02791 2-175 limits assumed): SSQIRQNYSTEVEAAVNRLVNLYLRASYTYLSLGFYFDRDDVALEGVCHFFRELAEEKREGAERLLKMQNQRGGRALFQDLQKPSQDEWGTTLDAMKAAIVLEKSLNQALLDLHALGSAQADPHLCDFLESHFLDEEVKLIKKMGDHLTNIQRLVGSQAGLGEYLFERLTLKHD
#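 Read-out: endpoint 1-AMA fluorescence, excitation 380 nm and emission 535 nm, after compounds sit 10 min at room temperature with 10 uM horse-spleen apoferritin in 50% saturated 1-AMA/PBS. Values come from four-parameter Hill fits.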
# Pol beta inh = blocks human DNA polymerase beta activity. P06746. Pol beta primer extension/strand displacement, fluorescence kinetic. Potency, µM (series often up to 114 µM), for the others: at the top dose activity change, negative = inhibition, actives largely listed as inhibitors. 340,000 tested, 1.3% active. AID 485314; further: potency means the concentration at half of the fitted maximal effect; on the % scale 0 is the no-effect control and ±100 the full control effect
#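 Reaction started by 50 nM substrate onto compound-treated Pol beta (10 nM, 15 min preincubation, room temperature); plates read at 0 min and 10 min. Normalized concentration-effect data fitted by four-parameter Hill equation.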
# The depositor's hits bear a star; i = inactive; ? = inconclusive; . = not tested or not shown; & = joins results of further samples; [ ] = another dose, or the depositor's remark. Unless noted, the call rests on the fitted dose curve; in most records, active means well fitted curve in the direction sought with a large enough effect; inconclusive means small, poorly fitted or top-dose-only effect, or another doubt; inactive means no such curve, though single readings can be large; an effect the other way counts as inactive or inconclusive. Not all compounds are listed, so the mix of outcomes need not match the whole.
# Value order: APEX1 inh	ERG-DNA inh	BLM helicase inh	TRHR ag	ALOX12 inh	Pol kappa inh	Pol iota inh	Apoferritin bind	Pol beta inh
CCOc1ccccc1C(C(=O)NC1CCCC1)N(Cc1ccco1)C(=O)CNC(=O)c1ccco1 (stereo not drawn)
→ -5%	0%	-5%	0.2	0%	-6%	13%	-5%	-9%
NC(=S)n1[nH]c(-c2ccccc2)c(N=Nc2ccccc2C(=O)N2CCOCC2)c1=O
→ -2%	3%	-5%	-4.0	-9%	-4%	17%	-17%	12%
CCCCN1C(=O)c2ccc(C(=O)NC3(C)CCS(=O)(=O)C3)cc2C1=O (stereo not drawn)
→ 6%	2%	.	0.1	4%	10%	34%	.	.
CCc1ccc(/C=N/NC(=O)c2cc(C3CC3)nc3ccc(Br)cc23)s1
→ -2%	-2%	-5%	0.5	?	3%	16%	-7%	1%
COC(=O)NCC(c1cccnc1)N1CCOCC1 (stereo not drawn)
→ -4%	1%	5%	0.5	2%	-4%	2%	32%[activator]	-1%
OCC[C@@H]1C[C@@H](O)[C@H](O)[C@]2(Cc3ccccc3CO2)O1
→ -2%	14%	1%	0.7	-31%	4%	-3%	-12%	49%
COC1=C(OC)C(=O)C(Sc2ccc3ccccc3c2)=CC1=O
→ .	-1%	.	.	2µM*	-8%	?	.	.
NC(=O)c1sc2nc(N3CCOCC3)c3c(c2c1N)CCCC3
→ -3%	0%	-2%	0.9	-16%	-24%	-1%	264%[activator]	-23%
O=c1[nH]c2cccnc2n1Cc1ccco1
→ -3%	-2%	-2%	-1.4	3%	-5%	10%	9%	-18%
O=C(COC(=O)c1ccccc1-c1nc2ccccc2s1)Nc1ccccc1C(F)(F)F
→ 4%	-1%	-4%	0.3	-7%	-17%	-18%	-13%	0%[57.1 µM]
Cc1ccc(SCC(=O)OCC(=O)NCCc2ccccc2)cc1C
→ 38%[activator]	-9%	.	-1.3	-16%	3%	-7%	.	.
CCOC(=O)c1c(NC(=O)CN2C(=O)NC3(CCCCCC3)C2=O)sc(C)c1-c1ccc(C)cc1
→ 0%	-8%	3%	0.6	-15%	3%	11%	4%	-14%
O=C(CN1CCN(c2ccccc2O)CC1)NC(=O)NCc1ccco1
→ 3%	-3%	4%	-0.1	-13%	-20%	?	-12%	18%
CCOc1[nH]n(-c2ccccc2)c(=O)c1C=Nc1ccc(C(=O)OC)cc1
→ -1%	1%	-3%	-1.5	-14%	14%	5%	0%	15%
Cc1c(O)ccc2cc(S(=O)(=O)c3ccccc3)c(=O)oc12
→ -9%	3%	-4%	37*	-10%	-3%	?	.	10%
CCn1c(-c2ccccc2Cl)nn(CC(=O)Nc2cc(Cl)ccc2Cl)c1=S
→ -3%	4%	-6%	-0.4	2%	-24%	-7%	-14%	2%
CC1CC(C)CN(C(=O)C2CCN(S(=O)(=O)N3CCC4(CC3)OCCO4)CC2)C1 (stereo not drawn)
→ 58%[activator]	-15%	0%	-0.3	3%	-5%	15%	6%	1%
COc1ccccc1NC(=O)COC(=O)c1oc2ccccc2c1C
→ 4%	9%	-2%	-1.2	i	-2%	16%	-22%	2%
CCOC(=O)c1cc(NC(=O)c2ccc(C)cc2)c(=O)oc1-c1ccccc1
→ 16%	6%	-4%	.	0%	-13%	8%	-16%	118%
CN(CC(=O)Nc1ccc(Cl)c(C(F)(F)F)c1)C(=O)CNC(=O)C1CCCCC1
→ -5%	-5%	.	-0.1	?	-7%	6%	.	.
O=C(CNC(=O)COc1ccccc1)NCCN1CCOCC1
→ -7%	-10%	.	0.6	22%	-12%	-8%	.	.
COc1ccc(S(=O)(=O)Nc2ccccc2C(=O)N2CCCCC2)cc1C
→ -7%	-5%	3%	-1.0	-4%	-9%	-7%	-7%	5%
CCC(C(=O)Nc1cccc(C(F)(F)F)c1)c1ccccc1 (stereo not drawn)
→ -12%	-4%	-12%	1.2	-29%	-10%	-6%	?	?
CC(=O)N1CCc2cc(Br)cc(S(=O)(=O)N3CCC(C(=O)N(C)c4cc(C)ccc4C)CC3)c21
→ .	0%	-1%	0.5	-5%	-8%	31%[activator]	1%	-29%
CC1(CO)COC(c2ccccc2)=N1 (stereo not drawn)
→ 3%	5%	-5%	1.0	2%	-4%	32%[activator]	-2%	-14%
CCN(C(=O)c1cc2c(=O)n3ccccc3nc2s1)C1CCCCC1
→ 19%	1%	-2%	-0.8	-12%	0%	106%[activator]	41%[activator]	23%
CC1CN(C(=O)CSc2nnc3c(Cl)cc(Cl)cn23)CC(C)O1 (stereo not drawn)
→ -1%	-9%	-1%	0.2	22%	-2%	2%	-10%	-20%
CC(=O)N1N=C(c2ccncc2)OC1(Cc1ccccc1)Cc1ccccc1
→ 0%	-4%	-7%	-0.4	0%	-2%	12%	-15%	0%
Cc1ccc(NC(=O)c2ccc(Cn3cc([N+](=O)[O-])cn3)cc2)c(C)c1
→ -1%	?	2%	0.9	-1%	2%	32%[activator]	-6%	1%
Cc1cc(C(=O)CSc2nn3c(=O)c(C(C)(C)C)nnc3s2)c(C)n1-c1ccc(F)cc1
→ -6%	9%	-10%	-1.6	0%	-9%	?	?	0%
COc1ccc(N2CCN(S(=O)(=O)c3c(C)noc3/C=C/N(C)C)CC2)cc1
→ 51%[activator]	11%	-3%	0.8	26%	16%	19%	-4%	20%
CCOC(=O)c1csc(NC(=O)c2cc(-c3ccccn3)nc3ccccc23)n1
→ 6%	106%[activator]	.	.	-7%	-14%	10%	.	.
C(=N\Nc1ncnc2nc[nH]c12)/c1cccs1
→ -11%	-1%	-6%	-0.4	-4%	-18%	-25%	-9%	3%
CC(C)CC(O)C1CCN(C(=O)CCc2nnc(-c3ccc4c(c3)OCO4)o2)CC1 (stereo not drawn)
→ -1%	-6%	2%	-0.2	448%[activator]	0%	19%	-6%	-9%
O=C(Nc1cccc(O)c1)c1ccc(Br)cc1
→ 1%	4%	-2%	0.0	-16%	-12%	-6%[58.9 µM]	1%	-28%
Cc1ccc(NC(=O)CSc2nnc(N)s2)cc1S(=O)(=O)N1CCCCC1
→ 11%	2%	-6%	0.0	4%	-12%	27%	-9%	13%
N#Cc1c(C(F)(F)F)cc(-c2cccs2)nc1SCc1ccc(Cl)nc1
→ -1%	4%	-3%	-0.1	-11%	0%	-9%	-19%	13%
COc1cc(OC)cc(-c2nnc(SCC(=O)N3CCCCC3)o2)c1
→ -3%	5%	2%	-0.4	8%[57.4 µM]	-1%	7%	-8%	-13%
COc1nc(C)ccc1-c1noc(-c2ccccn2)n1
→ 2%	2%	-2%	0.0	-1%	-8%	-8%	-4%	-1%
CC1Cc2ccccc2N1c1ncnc2nc[nH]c12 (stereo not drawn)
→ -1%	-2%	-6%	-0.7	.	-6%	1%	-1%	5%
CCOC(=O)C1CCN(c2ncnc3c2cnn3-c2ccc(Cl)cc2)CC1
→ 4%	.	-7%	0.2	6%	-17%	7%	2%	-20%
CCn1ncc(Br)c1C(=O)Nc1c(C)nn(Cc2c(F)c(F)c(F)c(F)c2F)c1C
→ 24%	11%	0%	-0.5	4%	-6%	15%	7%	?
CC(C(=O)OCC(=O)NC1CCCCC1)N1C(=O)c2ccccc2C1=O (stereo not drawn)
→ 23%	-3%	.	.	-6%	1%	21%	.	.
CCOC(=O)C1CCN(c2c(C(=O)c3ccc(OCC)cc3)cnc3ccc(OC)cc23)CC1
→ .	0%	-16%	0.0	?	1%	?	-13%	0%
CCC(=O)N1CCCN(S(=O)(=O)c2ccc(C)cc2)C1c1ccc(OC)cc1 (stereo not drawn)
→ 38%[activator]	5%	-3%	0.2	-25%	-3%	16%	-17%	4%
COc1cccc(NC(=O)Cn2c(=O)n(CCC(=O)NC3CCN(Cc4ccccc4)CC3)c(=O)c3ccccc32)c1
→ -8%	1%	3%	-1.3	1%	-5%	7%	-5%	?
Cc1cccc(-n2c(SCC(=O)Nc3ccccc3C)nc3c(oc4ccccc43)c2=O)c1
→ .	15%	-4%	-0.2	0%	11%	36%	-6%	12%
C#Cc1ccc([C@@H]2C=C(C(=O)OCC=C)O[C@H](OCc3ccc(CO)cc3)C2)cc1
→ 1%	-1%	-13%	0.1	?	-22%	?	-18%	?
CC1CC(C)(C)NC(=S)N1CCCC(=O)Nc1ccccc1F (stereo not drawn)
→ -8%	8%	0%	-0.1	-16%	-7%	162%[activator]	-4%	0%
Cc1ccc2[nH]c3c(=O)n(CC(=O)Nc4ccccc4N4CCN(C)CC4)ncc3c2c1
→ -11%	-2%	-10%	0.6	-12%	-1%	4%	-3%	15%
CC1CCC2(CC1)NC(=O)N(Cc1cc(=O)n3ccsc3n1)C2=O (stereo not drawn)
→ 21%	-5%	-14%	1.3	.	-8%	-23%	-6%	0%
CC(C)NS(=O)(=O)c1ccc(CCC(=O)NCc2cccnc2)cc1
→ 0%	-6%	0%	1.0	-39%	-11%	16%	-7%	-14%
COc1ccc2[nH]c(=O)c(COC(=O)c3cccs3)cc2c1
→ -2%	-2%	-3%	-0.5	1%	-15%	12%	23%	-1%
O=C(Oc1ccccc1)N1CCC2(CCCN(c3cccc(-c4ccccc4)c3)C2)CC1
→ 7%	.	-2%	.	-7%[57.4 µM]	-8%[60.1 µM]	.	.	.
Cc1cc(=O)n2nc(N3CCC(C(=O)NCc4ccccc4Cl)CC3)sc2n1
→ -14%	14%&-2%	-3%&-2%	-0.6&-0.2	10%&1%	-13%&0%	30%[activator]	-9%&-6%	5%&22%
